GPR55 beta-arrestin: selective activators of receptor GPR55 – imaging, U2OS cells, beta-arrestin-GFP redistribution, primary screen (AID 1961); activation, % at 10 µM; hits with a dose series show EC50 in µM; U2OS GPR55 beta-arrestin-GFP redistribution imaging; higher % means a stronger effect; 290,000 tested, 0.048% active;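 active means activation above 40% with more than 50 cells counted in the well; inconclusive means wells holding fewer than 50 cells, flagged as toxic or sparse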;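 further: U2OS osteosarcoma cells stably expressing GPR55 and beta-arrestin-GFP; plate controls were DMSO negative control for no effect and LPI positive control for full effect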
GPR35 arrestin U2OS: GPR35 antagonists blocking zaprinast-driven arrestin recruitment, primary screen, imaging, U2OS, beta-arrestin-GFP, zaprinast agonist (AID 2058); U2OS GPR35 beta-arrestin-GFP translocation imaging, zaprinast antagonism; higher % means a stronger effect; one-dose inhibition, % at 10 µM; IC50 in µM for titrated hits; 290,000 tested, 0.052% active;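 active means inhibition of at least 50% with at least 30 cells and total cytoplasm GFP at most 10,000,000; inconclusive means under 30 cells or total GFP of 10,000,000 plus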
KOR beta-arrestin-1: kappa opioid receptor activators – cell-based, luminescence, uHTS, primary screen (AID 1777); KOR beta-arrestin recruitment, luminescence; higher % means a stronger effect; 280,000 tested, 0.02% active; activation, % at 10 µM, or EC50 in µM where a hit was titrated; in the data active means activation above about 50%, passing the limit was not always enough; further: a part of the inactive calls stands beside numbers as strong as those of hits
NTR1 agonist: agonists of NTR1, primary screen, imaging, U2OS cells, beta-arrestin-GFP, high content (AID 493036); 330,000 tested, 0.17% active; NTR1-U2OS beta-arrestin-GFP spot imaging, agonist mode; activation, % at 20 µM; P30989;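 active means activation at or above 40% of the spot to cytoplasm intensity ratio, with at least 20 cells analyzed; inconclusive means wells under 20 cells, flagged as cytotoxic or low count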;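 further: 0% = DMSO without peptide and 100% = 100 nM NTR1 peptide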
Target sequence (P30989 whole entry, looked up): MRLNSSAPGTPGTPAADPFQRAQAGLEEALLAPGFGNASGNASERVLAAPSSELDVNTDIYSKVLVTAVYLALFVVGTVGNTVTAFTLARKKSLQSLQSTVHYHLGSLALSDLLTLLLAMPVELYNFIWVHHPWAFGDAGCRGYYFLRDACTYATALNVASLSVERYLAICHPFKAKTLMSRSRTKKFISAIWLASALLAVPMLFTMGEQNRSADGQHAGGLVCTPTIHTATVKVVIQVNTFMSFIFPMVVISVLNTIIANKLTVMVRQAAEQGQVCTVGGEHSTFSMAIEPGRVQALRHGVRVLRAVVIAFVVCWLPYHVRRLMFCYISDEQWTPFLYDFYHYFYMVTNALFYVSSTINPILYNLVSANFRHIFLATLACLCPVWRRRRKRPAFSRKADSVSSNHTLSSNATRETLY
GPR55 antagonists: GPR55 antagonists blocking LPI-driven arrestin recruitment, primary screen, imaging, U2OS, beta-arrestin-GFP, LPI agonist (AID 2013); 290,000 tested, 0.13% active; U2OS GPR55 beta-arrestin-GFP translocation imaging, LPI antagonism; higher % means a stronger effect; inhibition, % at 10 µM; hits with a dose series show IC50 in µM;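 active means spots per cell inhibited over 60%, with over 100 cells counted and total cytoplasm intensity under 500,000; inconclusive means wells with under 100 cells, flagged as likely toxic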;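 further: U2OS cells stably carrying GPR55 and arrestin-GFP stimulated by 5 µM LPI near EC80; imaged beta-arrestin-GFP aggregate spots per cell after agonist stimulation; plate controls were LPI-stimulated DMSO wells for no effect and DMSO wells without LPI for full effect; some results filed as inactive read as strong as hits; confirmed hits need IC50 under 10 µM and bright autofluorescent wells are also inconclusive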
PhoP inhibition: inhibitors of PhoP regulon expression, primary screen, Salmonella Typhimurium, GFP reporter (AID 1863). S. Typhimurium PhoP-regulated promoter GFP reporter, 4 h; higher % means a stronger effect. inhibition, % at 50 µM; hits with a dose series show IC50 in µM. 300,000 tested, 0.16% active;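 active means inhibition over 29.93%, a cutoff 3 SD above the screen mean, later confirmed by dose response; inconclusive means inhibition over 29.93% but no dose response follow-up; inactive means inhibition at most 29.93% or unconfirmed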;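 further: 0% = low Mg2+ inducing control and 100% = high Mg2+ repressing control; strong numbers were not always called active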
West Nile virus CPE: inhibition of WNV-induced cytopathic effect – cell-based, CPE readout (AID 1621); CPE inhibition, % at 10 µM, or IC50 in µM where a hit was titrated; West Nile virus-infected cells, CPE inhibition; higher % means a stronger effect; 290,000 tested, 0.02% active; in the data active means a potency from the dose series; inconclusive means CPE inhibition mostly from about 3.7% at the one dose, without a potency; inactive means the rest, 99 in 100 with CPE inhibition below about 2.2%; further: strong numbers were not always called active
KOR beta-arrestin-2: KOR antagonists, beta-arrestin recruitment, cell-based, luminescence, uHTS (AID 1778) | KOR beta-arrestin recruitment, luminescence, antagonist mode; higher % means a stronger effect | 290,000 tested, 0.091% active | one-dose inhibition, % at 10 µM; IC50 in µM for titrated hits; in the data active means inhibition above about 50%; further: strong numbers were not always called active
T cell modulator: T cell immune modulators affecting CD8 T cell-vesicle binding; 330,000 tested, 0.068% active; 2C CD8+ T cell-vesicle binding, flow cytometry; active compounds read low; AID 2052; calls only at 7 µM;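 active means response, share of CD8 T cells binding vesicles, and their 90th percentile fluorescence all below set limits, cut at about 80% in these data, passing the limit was not always enough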
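System: murine 2C transgenic CD8+ T lymphocytes; also added: QL9-loaded Drosophila micro-vesicles; times: binding 1.5 h at 37 °C; measured by: flow cytometry, PE anti-B7-1 (FL2) versus Alexa647 anti-CD8 (FL8), PFA-fixed; control set: Peptide-free naked vesicles (low) and QL9 vesicles with 0.7% DMSO vehicle (high)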
T cell modulator vesicle-bound %: also measured in T cell modulator; calls as there; double positive events, %; measured here: CD8+ vesicle-bound cell fraction;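 binding gate set so that unloaded-vesicle control wells show 10% double positive cells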
NTR1 agonist cell count 20 µM: further read-out of NTR1 agonist, marked with its call; cell count; measured here: cell count, cytotoxicity flag
Active calls of the source: *; i = inactive; ? = inconclusive; · = no result given; [ ] = remark or other dose. No enrichment for hits, and some 0.62% of all compounds hit somewhere here.

SMILES	GPR55 beta-arrestin	GPR35 arrestin U2OS	KOR beta-arrestin-1	NTR1 agonist	NTR1 agonist cell count 20 µM	GPR55 antagonists	PhoP inhibition	West Nile virus CPE	KOR beta-arrestin-2	T cell modulator	T cell modulator vesicle-bound %
CCCc1[nH]nc2c1C(C1CC=CCC1)C(C#N)=C(N)O2 (centres undefined)	0.1%	7%	-2.0%	2.1	59	6%	2%	-0.8%	4%	i	54
O=S(=O)(NCCN1CCCC1)c1ccc(C(F)(F)F)cc1	0.0%	5%	-2.9%	-0.3	87	10%	-2%	-0.6%	7%	i	39
CC(C)(Oc1ccc(Cl)cc1)C(=O)OCn1nnc2ccccc2c1=O	-0.3%	-15%	2.2%	0.8	71	-13%	2%	0.2%	-50%	i	23
COc1ccc(OC)c(-c2nc(C(=O)NC3CCN(Cc4ccccc4)CC3)cc3c2[nH]c2ccccc23)c1	-0.2%	-6%	2.3%	-1.4	95	13%	-9%	0.5%	8%[20 µM]	i	39
O=C(NCCCNC(=O)c1cnccn1)c1ccc(Br)cc1	0.0%	-1%	-1.2%	1.6	40	-4%	-4%	-0.1%	-17%	i	48
COc1ccc2nc(Nc3nc(-c4ccncc4)cs3)sc2c1	0.2%	-5%	-4.9%	1.8	46	9%	-5%	0.4%	-1%	i	51
O=C(C1=C[C@@H](c2ccc(C(F)(F)F)cc2)C[C@@H](OCc2ccc(CO)cc2)O1)N1CCOCC1	-0.2%	18%	-1.6%	1.5	82	0%	-7%	-0.9%	-6%	·	·
CCS(=O)(=O)NCCCc1ccccc1	0.0%	-5%	6.6%	0.4	98	-6%	11%	0.6%	-4%	i	17
Cc1oc(-c2cccs2)nc1CN1CCN(CCC(C)C)C(CCO)C1 (centres undefined)	-0.2%	1%	·	-1.2	89	-8%	-4%	1.0%	-63%[20 µM]	i	64
COc1ccc(N=C2O/C(=C/c3sc(=S)n(CC4CCCO4)c3O)N=C2C#N)cc1 (centres undefined)	0.9%	19%	1.0%	6.6	49	17%	-11%	-0.1%	35%	i	31
CN1CCc2c(sc3nc(SCC(=O)N4CCCCC4)n(-c4ccccc4)c(=O)c23)C1	-0.2%	-12%	2.2%	2.4	69	-11%	-7%	-0.2%	-16%	i	51
CC(C)CNC(=S)N1CCN(C)CC1	-0.1%	15%	4.4%	-0.2	91	6%	9%	0.0%	2%	i	28
CCN1C(=O)/C(=C2/Sc3ccc(OC)cc3N2C)SC1=Nc1cccc(O)c1	-0.1%	-6%	-4.2%	2.3	53	10%	-17%	?	-11%	i	25
CCOC(=O)N1CCN(C(=O)Nc2ccc3nccnc3c2)CC1	-0.4%	-3%	-1.6%	0.2	47	-2%	1%	-0.2%	0%	i	32
Cc1[nH]nc2c1C(c1ccc(N(C)C)cc1)C1=C(CC(C)(C)CC1=O)N2 (centres undefined)	-0.2%	-6%	-5.6%	-1.7	31	2%	0%	0.1%	-16%	i	40
O=S(=O)(Nc1ccc(O)c(NS(=O)(=O)c2ccccc2)c1)c1ccccc1	0.5%	-6%	0.3%	0.3	46	6%	-1%	-0.9%	1%	i	21
COc1ccc(C(=O)Nc2c(F)c(F)c(F)c(F)c2F)c(OC)c1	-0.2%	-3%	-3.4%	-0.5	37	-4%	7%	0.1%	-7%	i	29
O=C(CSc1ncnc2ccccc12)c1cccs1	0.0%	1%	-1.6%	1.8	60	-2%	-4%	-0.6%	-15%	i	46
O=C(O)c1ccc(N/N=C/c2cn(-c3ccccc3)nc2-c2cccs2)cc1	-0.2%	0%	-2.5%	5.7	61	3%	0%	-0.4%	-13%	i	54
COc1ccccc1NC(=O)Cn1c(=O)n(CCc2c[nH]c3ccccc23)c(=O)c2cccnc21	-0.3%	-2%	1.3%	-0.7	95	-4%	7%	·	-51%	i	24
Cc1cccc(N2CCN(Cc3ccc(Br)o3)CC2)c1C	-0.4%	18%	-6.8%	2.1	64	12%	-1%	-0.8%	-36%[20 µM]	i	65
COc1ccc(C(=O)N/N=C/c2ccc(OC)c(COc3ccc(F)cc3)c2)cc1	-0.1%	-1%	4.1%	1.2	50	-2%	-1%	0.7%	-28%	i	62
COc1ccc(NC(=O)CCn2cc(C)c3ccccc32)cc1	-0.1%	4%	-0.3%	-1.1	88	1%	7%	-0.8%	26%	i	14
C=CCN1CN(CCc2ccccc2)CNC1=S	-0.2%	-8%	8.4%	3.2	41	3%	-10%	0.2%	29%	i	28
O=C(CCl)NC1(C(F)(F)F)C(=O)Nc2c1c(=O)[nH]c(=O)n2-c1ccccc1 (centres undefined)	0.3%	-1%	4.3%	-0.1	51	2%	-11%	0.2%	12%	i	29
CCN1CCN(c2nc3c(C)cccn3c(=O)c2/C=C(\C#N)S(=O)(=O)c2ccc(C)cc2)CC1	0.0%	-7%	-3.9%	-0.3	91	25%	-19%	-0.2%	-4%	i	54
COc1cc(/C=N/NC(=O)c2ccccn2)ccc1OC(=O)c1cccs1	-0.2%	-3%	4.1%	1.8	49	11%	-2%	0.0%	6%	i	65
C=COCCCNc1ncnc2sc(-c3ccccc3)cc12	0.0%	4%	-4.4%	15	82	11%	12%	-1.0%	-6%	i	33
CC(C)N(C(=O)CN1C(=O)NC2(CCCCCC2)C1=O)C(C)C	-0.1%	1%	-3.4%	-1.0	43	-1%	8%	-0.2%	-17%	i	23
O=C(O)CSCC(=O)Nc1ccc(S(=O)(=O)N2CCCCC2)cc1	-0.1%	-18%	-2.0%	0.6	39	9%	-1%	0.7%	27%	i	27
O=C(O)c1ccc2c3c(cccc13)C(=O)N(c1ccccc1)C2=O	0.2%	-6%	0.0%	-1.3	46	14%	-3%	-0.2%	8%	i	47
COc1ccc(NC(=O)c2ccc3c(c2)OCO3)cc1Cl	0.0%	3%	6.6%	1.7	56	-5%	-3%	0.0%	-15%	i	58
c1ccc2c(Cn3ccnc3)c[nH]c2c1	0.2%	-16%	-3.3%	-0.7	77	10%	3%	0.3%	2%	i	52
O=C1CCCCC(=O)c2ccccc2N1	0.0%	4%	2.8%	-0.7	82	3%	8%	-0.6%	-3%	i	12
COc1ccc(CN2CCOCCOCCOCCOCC2)cc1	0.4%	17%	-0.9%	-1.0	67	8%	-4%	-0.1%	18%	i	43
CCN1C(=O)/C(=C\c2cn(-c3ccccc3)nc2-c2cccnc2)SC1=S	-0.3%	-6%	24%	·	·	-2%	-1%	1.0%	-19%	·	·
Cc1cc(C)nc(NC2=NCC(=O)N2c2cc(Cl)cc(Cl)c2)n1	-0.1%	0%	-3.3%	0.3	62	14%	-2%	1.3%	-18%	i	33
Cc1ccc(C(=O)Nc2cnc3ccccc3c2)cc1	-0.1%	6%	·	-2.1	60	7%	2%	-0.1%	18%	i	25
CCOc1ccccc1NC(=O)N1CCCC(c2nc3c(nnn3Cc3ccc(C)cc3)c(=O)[nH]2)C1 (centres undefined)	-0.2%	12%	4.4%	5.8	55	-6%	-1%	0.4%	-2%	i	35
COc1ccc(C(=O)NCCN2CCN(C(=O)c3ccc(OC)cc3)CC2)cc1	-0.2%	1%	-1.3%	-0.1	66	6%	2%	-0.6%	7%	i	14
CCOc1ccccc1CN1CCCC(CNC(=O)Cc2ccc(OC)cc2)C1 (centres undefined)	-0.2%	8%	-1.4%	-1.6	53	11%	-1%	-0.4%	11%[20 µM]	i	5
Cc1ccc(S(=O)(=O)CCc2nnc(NC(=O)c3cccs3)s2)cc1	-0.3%	13%	1.2%	0.7	62	-2%	7%	-0.1%	19%	i	42
CNC(=O)Cc1csc2ccc(Cl)cc12	-0.1%	-2%	-3.7%	-1.0	47	8%	13%	0.2%	4%	i	40
CCC(C)NC(=O)c1ccc2c(SCC(=O)O)c3c(nc2c1)CCCC3 (centres undefined)	-0.1%	-10%	6.2%	-1.3	45	1%	-8%	-0.4%	31%	i	60
COc1ccccc1C(=O)Nc1ccc(Oc2nnc(-c3ccc(C)cc3)c3ccccc23)cc1	-0.3%	8%	-1.0%	4.4	54	14%	0%	-1.1%	5%	i	42
c1cncc(CNc2ncnc3sccc23)c1	0.6%	-10%	-3.8%	2.1	56	4%	-1%	0.6%	10%	i	58
CC12CN3CCN(CC(C3)/C1=N/NC(=O)Nc1ccccc1)C2	-0.3%	-12%	10%	-1.9	95	5%	16%	-0.3%	10%	i	52
CCCCn1c(-c2ccco2)n[nH]c1=S	0.0%	1%	4.4%	-1.4	66	3%	-3%	0.8%	-9%	i	23
CCOc1ccc(CNC(=O)Cn2c(=O)c3cccn3c3ccccc32)cc1	0.3%	16%	7.7%	0.6	48	4%	4%	?	-16%	i	20
COc1cccc(N2CCN(C(=O)CCc3nnc4ccc(N5CCOCC5)nn34)CC2)c1	0.2%	13%	-1.2%	-0.7	66	9%	-8%	0.3%	6%	i	4

Following part
SMILES	GPR55 beta-arrestin	GPR35 arrestin U2OS	KOR beta-arrestin-1	NTR1 agonist	NTR1 agonist cell count 20 µM	GPR55 antagonists	PhoP inhibition	West Nile virus CPE	KOR beta-arrestin-2	T cell modulator	T cell modulator vesicle-bound %
Cc1cc(C)nc(SCc2ccc(Cl)cc2)n1	0.5%	-2%	-3.4%	-1.2	51	18%	0%	-0.2%	-23%[20 µM]	i	57
Cc1cccc(-c2n[nH]c(=S)n2/N=C/c2cccs2)c1	-0.1%	-4%	0.1%	0.7	41	2%	-4%	1.4%	-5%	i	27
CCCC(=O)c1ccc(N2CCN(C(=O)c3ccccc3)CC2)c(F)c1	-0.1%	-14%	-4.1%	1.0	67	0%	-2%	0.8%	5%	i	40
CC(NC(=O)/C(C#N)=C/c1ccc([N+](=O)[O-])o1)c1ccccc1 (centres undefined)	9.9%	3.8µM*	1.1%	-1.0	29	4%	0%	-2.2%	17%	i	6
